Compound activity deposited in PubChem BioAssay by Sanford-Burnham Center for Chemical Genomics.
SENP8 block: human SENP8 protease inhibitors, primary screen, biochemical, fluorescence, Nedd8 protein substrate, uHTS; Sentrin-specific protease 8 (Homo sapiens), Q96LD8; recombinant SENP8; inhibition, % at 20 µM; actives 0.64% (n = 360,000); in the data active = inhibition mostly above about 40%, no sharp cut-off; inactive = mostly below about 27%
Target sequence (Q96LD8 whole entry, looked up): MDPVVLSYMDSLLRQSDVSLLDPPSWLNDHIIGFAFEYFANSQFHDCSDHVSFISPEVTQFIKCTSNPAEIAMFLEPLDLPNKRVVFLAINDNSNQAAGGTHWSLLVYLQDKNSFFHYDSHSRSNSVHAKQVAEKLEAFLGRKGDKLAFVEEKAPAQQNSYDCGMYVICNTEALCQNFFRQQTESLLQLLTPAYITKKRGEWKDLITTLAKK
SENP1 FRET inh: human SENP1 catalytic domain inhibitors, primary screen, biochemical, FRET, uHTS; Sentrin-specific protease 1 (Homo sapiens), Q9P0U3; AID 624204, 2012; recombinant SENP1 catalytic domain, CyPet-SUMO1-YPet FRET cleavage; inhibition, % at 10 µM; actives 0.21% (n = 360,000);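 active = inhibition at least 30% at 10 µM, raw YFP signal under a set limit, fluorescence ratio 0.5 to 1.5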;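 also: 0% = enzyme with DMSO and 100% = no enzyme wells; some results filed as inactive read as strong as hits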
Target sequence (Q9P0U3 419-644 limits assumed): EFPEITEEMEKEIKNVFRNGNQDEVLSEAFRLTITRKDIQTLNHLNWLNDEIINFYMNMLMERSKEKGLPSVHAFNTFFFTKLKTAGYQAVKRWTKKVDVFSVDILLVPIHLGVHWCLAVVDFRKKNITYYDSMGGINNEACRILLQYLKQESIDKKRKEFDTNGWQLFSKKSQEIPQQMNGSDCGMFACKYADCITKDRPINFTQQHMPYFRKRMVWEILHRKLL
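Test system: hSENP1 catalytic domain, recombinant; Amount: 20 pM final SENP1 enzyme; Medium: Tris pH 8 buffer plus EDTA, NaCl, BME, BSA, NP40, catalase; Schedule: 50 min enzyme reaction, room temperature, light-protected; Technique: FRET fluorescence in CFP and YFP emission channels; Controls: no-enzyme wells low, DMSO-plus-enzyme wells high control.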
Starred values were filed as active, the others as inactive.

`CC(C)N1CCC(C)(C(=O)Nc2cccc3c2CCCC3)C1` (stereo unspecified) gave SENP8 block 9 and SENP1 FRET inh -20.
For CC(=O)Nc1cc(-c2ccccc2)cn2c(-c3ccc(F)c(Cl)c3)cnc12 the results were SENP8 block -241 and SENP1 FRET inh -9.
Screening COc1ccc(C2=Nc3ccccc3NC(=O)C2N(Cc2ccccc2)C(=O)C2=NNC(=O)CC2)cc1 (stereo unspecified) returned SENP8 block -12 and SENP1 FRET inh -5.
For Cc1ccc(F)cc1-c1cc(C(=O)NCc2cc(C(F)(F)F)cc(C(F)(F)F)c2)[nH]n1 the results were SENP8 block 18 and SENP1 FRET inh -4.
COc1cccc(C(C)(O)c2nc(-c3cccs3)cs2)c1 (stereo unspecified) was read as SENP8 block -6 and SENP1 FRET inh 1.
C=Cc1ccc(Cn2c(C)c(C(=O)NCc3ccccc3C(F)(F)F)sc2=O)cc1 was read as SENP8 block 0 and SENP1 FRET inh 4.
For CC(C)NC(=O)C1(C)Cc2c(-c3cccc(C(N)=O)c3)ccnc2O1 (stereo unspecified) the results were SENP8 block 1 and SENP1 FRET inh 0.
`COc1cccc(CCN2C(=O)CCC3=C2CCC3=O)c1` gave SENP8 block -6 and SENP1 FRET inh -5.
`O=CNc1cc(-c2ccc(C(=O)NC3CC3)cc2)cn2c(-c3ccc(F)c(Cl)c3)cnc12` gave SENP8 block inactive and SENP1 FRET inh -22.
COc1ccc(NC(=O)C2(C)Cc3c(-c4ccc5c(c4)OCO5)ccnc3O2)cn1 (stereo unspecified) was read as SENP8 block -66 and SENP1 FRET inh 1.
COc1ccccc1CCC(=O)Nc1ccc2c(c1)c(=O)n(C)n2Cc1cccc(C(F)(F)F)c1 was read as SENP8 block inactive and SENP1 FRET inh 19.
Screening O=c1[nH][nH]c2c1[C@H](c1ccc(Cl)cc1)O[C@H](C1CCCC1)C2 returned SENP8 block 17 and SENP1 FRET inh 0.
For Cc1cccc(C)c1NC(=O)C1C(c2ccc3c(c2)OCO3)=Nc2ccccc2N1C(=O)c1cccc2ccccc12 (stereo unspecified) the results were SENP8 block -72 and SENP1 FRET inh 2.
`COC(=O)c1cnc(NC(=O)C2(C)CCN2C(=O)C(C)C)s1` (stereo unspecified) gave SENP8 block 8 and SENP1 FRET inh 1.
CCOC(=O)[C@]12CCCC=C1N(Cc1ccccc1)C(=O)[C@H](CC(=O)NCc1ccccc1)C2 was read as SENP8 block 24 and SENP1 FRET inh 4.
CC1(C(=O)NS(=O)(=O)c2ccc(C#N)cc2)CCN1C(=O)Cc1ccccc1Cl (stereo unspecified) was read as SENP8 block 18 and SENP1 FRET inh 0.
`COCCCNC(=O)[C@@H](Cc1ccccc1)NC(=O)CC[C@H]1O[C@@H](n2ccc(=O)[nH]c2=O)[C@H](O)[C@@H]1O` gave SENP8 block 18 and SENP1 FRET inh -1.
Screening CCc1nc2c(OCc3ccccc3)cccn2c1N(C)C(=O)c1ccco1 returned SENP8 block 6 and SENP1 FRET inh 3.
For CN1CCN(C(=O)C[C@H]2CC[C@H]3[C@@H](COC[C@@H](O)CN3C(=O)C3CCCC3)O2)CC1 the results were SENP8 block 24 and SENP1 FRET inh -3.
Screening CC(C)(C)NC(=O)C(C1CC1)n1c(=O)c(-c2cc3ccccc3[nH]2)nc2ccccc21 (stereo unspecified) returned SENP8 block -398 and SENP1 FRET inh -17.
Screening O=S1(=O)CC(N2CCN(CC3CC3)CC2)CN1C1CCCC1 (stereo unspecified) returned SENP8 block 17 and SENP1 FRET inh 2.
Screening CN(C)CCCOc1ccc(-c2cc3nc(NCc4cccnc4)n(C)c(=O)c3s2)cn1 returned SENP8 block -137 and SENP1 FRET inh -2.
`CC(C)C(C=Cc1ccccc1)=NNS(=O)(=O)c1ccccc1` gave SENP8 block 14 and SENP1 FRET inh -2.
CC(C)(C)c1ccc(CC(=O)N2CCC2(C)C(=O)NS(=O)(=O)c2cccc(C#N)c2)cc1 (stereo unspecified) was read as SENP8 block 24 and SENP1 FRET inh 1.

Copied from above, 12 compounds:
COc1cccc(C(C)(O)c2nc(-c3cccs3)cs2)c1 (stereo unspecified) was read as SENP8 block -6 and SENP1 FRET inh 1.
C=Cc1ccc(Cn2c(C)c(C(=O)NCc3ccccc3C(F)(F)F)sc2=O)cc1 was read as SENP8 block 0 and SENP1 FRET inh 4.
For CC(C)NC(=O)C1(C)Cc2c(-c3cccc(C(N)=O)c3)ccnc2O1 (stereo unspecified) the results were SENP8 block 1 and SENP1 FRET inh 0.
`COc1cccc(CCN2C(=O)CCC3=C2CCC3=O)c1` gave SENP8 block -6 and SENP1 FRET inh -5.
`O=CNc1cc(-c2ccc(C(=O)NC3CC3)cc2)cn2c(-c3ccc(F)c(Cl)c3)cnc12` gave SENP8 block inactive and SENP1 FRET inh -22.
COc1ccc(NC(=O)C2(C)Cc3c(-c4ccc5c(c4)OCO5)ccnc3O2)cn1 (stereo unspecified) was read as SENP8 block -66 and SENP1 FRET inh 1.
COc1ccccc1CCC(=O)Nc1ccc2c(c1)c(=O)n(C)n2Cc1cccc(C(F)(F)F)c1 was read as SENP8 block inactive and SENP1 FRET inh 19.
Screening O=c1[nH][nH]c2c1[C@H](c1ccc(Cl)cc1)O[C@H](C1CCCC1)C2 returned SENP8 block 17 and SENP1 FRET inh 0.
For Cc1cccc(C)c1NC(=O)C1C(c2ccc3c(c2)OCO3)=Nc2ccccc2N1C(=O)c1cccc2ccccc12 (stereo unspecified) the results were SENP8 block -72 and SENP1 FRET inh 2.
`COC(=O)c1cnc(NC(=O)C2(C)CCN2C(=O)C(C)C)s1` (stereo unspecified) gave SENP8 block 8 and SENP1 FRET inh 1.
CCOC(=O)[C@]12CCCC=C1N(Cc1ccccc1)C(=O)[C@H](CC(=O)NCc1ccccc1)C2 was read as SENP8 block 24 and SENP1 FRET inh 4.
CC1(C(=O)NS(=O)(=O)c2ccc(C#N)cc2)CCN1C(=O)Cc1ccccc1Cl (stereo unspecified) was read as SENP8 block 18 and SENP1 FRET inh 0.

Additional results follow.
For COC(=O)[C@@]1(Sc2ccc(C)cc2)CC(=O)N(c2ccc3c(ccn3C)c2)[C@@H]1c1ccccc1 the results were SENP8 block -1 and SENP1 FRET inh -3.
O=C(c1cccnc1)N(Cc1ccccc1)C(c1ccccc1)c1nc2ccccc2[nH]1 (stereo unspecified) was read as SENP8 block 8 and SENP1 FRET inh -1.
For O=C(NC(c1ccccc1)c1cnccn1)C1CCN(CCOc2ccc(Cl)cc2Cl)CC1 (stereo unspecified) the results were SENP8 block -1 and SENP1 FRET inh -4.
`FC(F)(F)c1cccc(-c2cc3nc(NCCCn4ccnc4)ccn3n2)c1` gave SENP8 block inactive and SENP1 FRET inh -10.
For CCN(CC)c1ncnc2c1ncn2[C@H]1CN(Cc2ccco2)C[C@@H](CO)O1 the results were SENP8 block -1 and SENP1 FRET inh -1.
Cc1cccc(CN2CCN(C3CN(C4CCCCC4)S(=O)(=O)C3)CC2)c1 (stereo unspecified) was read as SENP8 block 17 and SENP1 FRET inh 3.
O=C(Nc1ccc(Cl)c(C(F)(F)F)c1)C1Cc2c(-c3ccc4c(c3)OCO4)ccnc2O1 (stereo unspecified) was read as SENP8 block -88 and SENP1 FRET inh -1.
`COc1ccccc1-c1ccc2c(c1)C(C)(Cc1ccccc1C#N)C(=O)N2` (stereo unspecified) gave SENP8 block 32 and SENP1 FRET inh 0.
`FC(F)(F)c1cccc(-c2cc3nc(NC4CCCCC4)ccn3n2)c1` gave SENP8 block inactive and SENP1 FRET inh -12.
Screening COc1ccc(C2=Nc3ccccc3N(C(=O)Cc3cc(OC)cc(OC)c3)C2C(=O)NC(C)(C)C)cc1 (stereo unspecified) returned SENP8 block -162 and SENP1 FRET inh 1.
For Cc1cccc(-c2cnc(C(O)Cc3ccccc3)[nH]2)c1 (stereo unspecified) the results were SENP8 block -18 and SENP1 FRET inh 2.
CSc1ccccc1NC(=O)C1(C)CCN1C(=O)Cc1ccc(Cl)cc1Cl (stereo unspecified) was read as SENP8 block 24 and SENP1 FRET inh 2.
Screening COc1cccc(Cn2cnc(-c3ccccc3OC)c2-c2cccnc2)c1 returned SENP8 block -23 and SENP1 FRET inh -11.
`CCO/C(C)=N/Oc1cccc(N(C)C)c1` gave SENP8 block 4 and SENP1 FRET inh -4.
`CCOC(=O)[C@]12CCC=C1N(Cc1ccccc1)C(=O)[C@H](CC(=O)NCc1cccs1)C2` gave SENP8 block 0 and SENP1 FRET inh -3.
`Cc1ccc(C(O)c2ncc(-c3cccc(F)c3)[nH]2)cc1` (stereo unspecified) gave SENP8 block 8 and SENP1 FRET inh 0.
For CCCCNC(=O)C(NC(=O)c1ccc(C(F)(F)F)cc1)C(=O)c1ccccc1 (stereo unspecified) the results were SENP8 block 10 and SENP1 FRET inh 2.
`CC(C)c1ccc(NC(=O)Nc2nc(C(N)CCc3ccccc3)cs2)cc1` (stereo unspecified) gave SENP8 block 18 and SENP1 FRET inh 2.
Screening CCCc1nc2ccc(Cl)cn2c1Cc1ccccc1 returned SENP8 block -32 and SENP1 FRET inh -19.
COC(=O)CN1C(=O)CSc2ccc(S(=O)(=O)N3CCC(C)CC3)cc21 was read as SENP8 block 8 and SENP1 FRET inh 0.
For CCC(c1nnnn1-c1ccc2c(c1)OCCO2)N1CCN(C(C)=O)CC1 (stereo unspecified) the results were SENP8 block 15 and SENP1 FRET inh 3.
`CC1(C(=O)Nc2cccc3cccnc23)CCN1Cc1csc2ccccc12` (stereo unspecified) gave SENP8 block -63 and SENP1 FRET inh 0.
`COc1ccc(F)cc1-c1cc(C(=O)NCc2ccc(F)cc2)[nH]n1` gave SENP8 block -5 and SENP1 FRET inh 2.
N#Cc1ccccc1OCCCN1CCC(C(O)(c2ccccc2)c2ccccc2)CC1 was read as SENP8 block 18 and SENP1 FRET inh 1.
Screening CC(C)[C@H](COC=O)NC(=O)[C@H]1O[C@@H](n2ccc(N)nc2=O)[C@H](O)[C@@H]1O returned SENP8 block 13 and SENP1 FRET inh -1.
COc1ccc(-c2ccc(C(=O)NCc3ccncc3)c3occc23)c(C)c1 was read as SENP8 block -236 and SENP1 FRET inh -1.
Cc1ccc2nc(C3CCCCC3)c(CC(C)(C)C)n2c1 was read as SENP8 block 0 and SENP1 FRET inh -1.
Screening CC(C)c1ccc(O)c(=O)cc1 returned SENP8 block -3 and SENP1 FRET inh -2.
`CCNC(=O)Nc1ccc2c(c1)c(=O)n(C)n2Cc1ccc(Cl)cc1` gave SENP8 block -474 and SENP1 FRET inh 6.
For COc1ccc(-c2csc(C(O)c3ccc(F)c(OC)c3)n2)cn1 (stereo unspecified) the results were SENP8 block 11 and SENP1 FRET inh 0.
COc1ccc(-c2csc(C(O)c3ccc(F)cc3)n2)cn1 (stereo unspecified) was read as SENP8 block 10 and SENP1 FRET inh 3.
`CCc1nc2c(OCc3ccc(C#N)cc3)cccn2c1N(C)C(=O)c1ccc(C)cc1` gave SENP8 block 22 and SENP1 FRET inh 2.
COc1ccc(OCCN2CCC(C(=O)NC(c3ccccn3)c3ccccc3OC)CC2)cc1 (stereo unspecified) was read as SENP8 block 8 and SENP1 FRET inh 0.
For Cc1ccc(S(=O)(=O)N2C[C@H]3C(=O)C[C@@H]4C(=O)N(c5ccccc5)C(=O)[C@@H]4[C@@H]3C[C@@H]2c2ccccc2)cc1 the results were SENP8 block 20 and SENP1 FRET inh 0.
Screening NC(=O)c1cccc(-c2csc(C(O)c3cccc(Cl)c3)n2)c1 (stereo unspecified) returned SENP8 block 1 and SENP1 FRET inh 1.
For CN(C)c1ccc(CC(=O)N2CCCC(c3cc(C(=O)Nc4ccc(C(C)(C)C)cc4)no3)C2)cc1 (stereo unspecified) the results were SENP8 block 9 and SENP1 FRET inh -1.
For CC(=O)Nc1ccc(C2=NOC(C)(C)C(=O)N2Cc2cccc(C#N)c2)cc1 the results were SENP8 block 6 and SENP1 FRET inh -1.
Screening CCOC(=O)[C@]12CCC=C1N(Cc1ccccc1)C(=O)[C@H](CC(=O)NCCCCc1ccccc1)C2 returned SENP8 block 5 and SENP1 FRET inh -3.
Screening CSCCC(C(=O)NC1CCCC1)n1c(-c2ccncc2)nc2ccccc21 (stereo unspecified) returned SENP8 block -39 and SENP1 FRET inh -6.
`CCOC(=O)c1ccc(-c2ccc3ncnc(NCc4csc(C)n4)c3c2)o1` gave SENP8 block -381 and SENP1 FRET inh -42.
CCC1CC(C(=O)O)CC(=O)N1 (stereo unspecified) was read as SENP8 block -19 and SENP1 FRET inh 0.
For CCNC(=O)C1CCCN(Cc2ccc(C)c3ccccc23)CC1 (stereo unspecified) the results were SENP8 block 8 and SENP1 FRET inh -6.
`COCCNc1nc(NCc2ccc(NC(C)=O)cc2)c2sc(-c3ccccc3)cc2n1` gave SENP8 block -274 and SENP1 FRET inh -2.
`Cc1cc(C)c(S(=O)(=O)NN=C2c3ccccc3[C@H]3Cc4csc[n+]4[C@@H]23)c(C)c1` gave SENP8 block 33 and SENP1 FRET inh -1.
Screening CCOc1ccc(CCN2C(=O)C(=O)N([C@@H](Cc3ccccc3)CN3CCC[C@H]3CN3C(=O)C(=O)NC[C@@H]3Cc3ccccc3)C[C@@H]2Cc2ccccc2)cc1 returned SENP8 block 21 and SENP1 FRET inh 2.
For Cc1noc(C)c1-c1ccc(C(=O)NCCc2ccccc2)c2occc12 the results were SENP8 block -10 and SENP1 FRET inh 1.
Screening Cc1cc2nc(C3CCCCC3)c(Cc3ccsc3)n2c(C)c1Br returned SENP8 block 12 and SENP1 FRET inh 1.
`CC(C)Nc1nc(NCc2ccccc2)c2sccc2n1` gave SENP8 block -27 and SENP1 FRET inh 2.

Only part of the results is shown; count on the stated rates, not on these rows.
